Compound activity deposited in PubChem BioAssay by Sanford-Burnham Center for Chemical Genomics.
SENP1 inh = SENP1 (human) catalytic domain inhibition; recombinant SENP1 catalytic domain, CyPet-SUMO1-YPet FRET cleavage; hit rate 0.21% among 360,000; AID 624204; inhibition, % at 10 µM; Q9P0U3;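 active = inhibition at least 30% at 10 µM, raw YFP signal under a set limit, fluorescence ratio 0.5 to 1.5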;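 note: 0% = enzyme with DMSO and 100% = no enzyme wells; some results filed as inactive read as strong as hits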
Target sequence (Q9P0U3 419-644 limits assumed): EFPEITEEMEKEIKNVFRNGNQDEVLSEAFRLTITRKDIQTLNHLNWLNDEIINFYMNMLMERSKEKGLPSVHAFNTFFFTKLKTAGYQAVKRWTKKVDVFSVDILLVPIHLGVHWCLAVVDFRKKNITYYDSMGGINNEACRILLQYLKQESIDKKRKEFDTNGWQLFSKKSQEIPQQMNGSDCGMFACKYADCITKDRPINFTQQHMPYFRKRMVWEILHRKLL
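Assay system – human recombinant His6-tagged SENP1 catalytic domain enzyme · Input – SENP1 enzyme, 20 pM final · Buffer or medium – Tris pH 8 buffer plus EDTA, NaCl, BME, BSA, NP40, catalase · Schedule – 50 min reaction at room temperature · Technique – FRET read of cyan and yellow fluorescence · Control set – no-enzyme wells low, DMSO-plus-enzyme wells high control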
A3A deaminase = blocks human APOBEC3A ssDNA deamination; P31941; recombinant A3A, FAM/TAMRA ssDNA deamination fluorescence; inhibition, % at 20 µM; hit rate 0.41% among 330,000;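 active = at least 40% inhibition at 20 µM here, with at most 30% in a related deaminase screen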;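 note: plate controls were A3A with DMSO for no effect and wells lacking A3A enzyme for full effect; some results filed as inactive read as strong as hits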
Target sequence (P31941 whole entry, looked up): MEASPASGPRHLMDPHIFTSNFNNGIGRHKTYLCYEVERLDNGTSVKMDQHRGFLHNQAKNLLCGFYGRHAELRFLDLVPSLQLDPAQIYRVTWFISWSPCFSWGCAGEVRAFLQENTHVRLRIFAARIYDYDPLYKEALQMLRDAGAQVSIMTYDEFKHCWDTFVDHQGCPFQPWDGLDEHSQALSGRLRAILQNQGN
APOBEC3G inh = blocks human APOBEC3G single-stranded DNA deamination; inhibition, % at 20 µM; Q9HC16; hit rate 0.28% among 330,000; recombinant A3G, ssDNA deamination FAM/TAMRA fluorescence;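 active = inhibition of at least 40% at 20 µM, with no more than 30% in the related APOBEC3A deaminase screen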;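 note: plate controls were DMSO wells with A3G for no effect and wells lacking A3G enzyme for full effect; some compounds called inactive have numbers as strong as hits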
hIAP inh = human IAP inhibition. P09923. purified IAP, CDP-Star luminescence, 30 min. inhibition, % at 10 µM. hit rate 0.12% among 330,000;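 active = inhibition reaching a set limit with compound at 10 µM in the primary screen, cut at about 35% in these data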;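 note: plate controls were DMSO wells with enzyme for no effect and no-enzyme buffer wells for full effect; values of inactives mirror those of a sister screen read the other way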
Target sequence (P09923 whole entry, looked up): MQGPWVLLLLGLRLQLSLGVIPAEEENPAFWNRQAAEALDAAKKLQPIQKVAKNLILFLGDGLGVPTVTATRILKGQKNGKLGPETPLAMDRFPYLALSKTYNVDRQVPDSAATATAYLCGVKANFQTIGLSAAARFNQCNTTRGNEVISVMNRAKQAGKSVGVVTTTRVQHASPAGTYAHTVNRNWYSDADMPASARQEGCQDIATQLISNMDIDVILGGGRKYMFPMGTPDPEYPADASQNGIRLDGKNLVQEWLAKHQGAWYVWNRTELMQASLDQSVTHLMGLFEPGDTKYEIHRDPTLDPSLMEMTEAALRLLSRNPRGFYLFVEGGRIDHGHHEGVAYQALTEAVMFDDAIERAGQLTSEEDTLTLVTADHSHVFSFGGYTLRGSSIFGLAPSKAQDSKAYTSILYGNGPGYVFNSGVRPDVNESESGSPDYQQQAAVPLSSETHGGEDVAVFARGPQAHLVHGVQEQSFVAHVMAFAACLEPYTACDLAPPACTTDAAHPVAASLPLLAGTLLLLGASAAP
hIAP activ = human IAP activation; P09923; purified human IAP, CDP-Star luminescence, 30 min; active compounds read high; 1 = vehicle-only enzyme, 0 = enzyme-free background; AID 2524; hit rate 0.16% among 330,000; activation factor at 10 µM;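 active = activation factor of the enzyme at least 2-fold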; note: the source names both 10 and 20 µM as test concentration; values of inactives mirror those of a sister screen read the other way
NALP3 yeast inh = blocks the NALP3 inflammasome reconstituted in yeast; hit rate 0.39% among 330,000; inhibition, % at 10 µM; Yeast reconstituted NLRP3/ASC/caspase-1, beta-gal luminescence, 24 h;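 active = inhibition of 50% or more; inactive = inhibition below 50%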;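 note: plate controls were induced DMSO wells for no effect and uninduced yeast grown without galactose for full effect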
mIAP activ = mouse IAP activation | hit rate 0.24% among 330,000 | AID 2805 | muIAP, CDP-Star luminescence, 30 min; active compounds read high; 1 = vehicle-only enzyme signal, 0 = enzyme-free wells | activation factor at 10 µM;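 active = activation factor of at least 2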; note: the source names both 10 and 20 µM as test concentration; values of inactives mirror those of a sister screen read the other way
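also added = chemiluminescent substrate CDP-Star | test system = mouse IAP enzyme | signal = chemiluminescence readout | compound = DMSO-dissolved test compounds | incubation = 30 min at room temperature | benchmarks = DMSO wells, no-enzyme wells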
beta cell repl = inducers of beta-cell replication in MIN6 cells | MIN6 cells proliferation, ATPlite luminescence, 48 h; cells starved in 0.2% serum; 100% = growth in 10% serum | proliferation, % at 10 µM | hit rate 0.29% among 330,000 | AID 2380;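 active = compounds whose signal lies at least 3.5 SD above the mean of all wells on their plate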;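 note: 0% = DMSO-treated cells in low-serum medium and 100% = 10% serum control; some compounds called inactive have numbers as strong as hits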
mIAP block = blocks mouse intestinal alkaline phosphatase; purified mouse IAP, CDP-Star luminescence, 30 min; inhibition, % at 10 µM; hit rate 0.2% among 330,000;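 active = inhibition of at least 40% at 10 µM in the primary screen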;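 note: plate controls were DMSO with enzyme for no effect and no enzyme wells for full effect; values of inactives mirror those of a sister screen read the other way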
* = called active by the depositor; / = not tested or not shown. The list is partial; the hit share may differ from the screen's.

SMILES	A3A deaminase	mIAP block	SENP1 inh	APOBEC3G inh	mIAP activ	hIAP inh	NALP3 yeast inh	hIAP activ	beta cell repl
COc1cc(C)ccc1OCc1cc(C(=O)NCc2ccncc2)no1	0	8	-3	-2	0.93	-18	17	1.2	-2
CCOc1ccc(NC(=O)CN(C)C(=O)COc2cccc3c2OC(C)(C)C3)cc1OCC	-3	-8	0	-8	1.1	8	14	0.92	-1
COC(=O)[C@H]1Cc2c([nH]c3ccccc23)[C@H](c2ccccc2)N1	-5	-2	-21	-6	1	3	-2	0.97	-2
NC(=O)C1CCCN(C(=O)CNC(=O)C23CC4CC(CC(C4)C2)C3)C1 (configuration not stated)	0	1	4	-4	0.99	4	-3	0.96	4
Cc1ccccc1NC(=O)/C(C#N)=C\c1cn(CC(=O)O)c2ccccc12	-2	6	-157	-2	0.94	0	10	1	-2
Cc1cc(NC(=O)COC(=O)[C@H](Cc2c[nH]c3ccccc23)NC(=O)c2ccc(F)cc2)no1	4	-2	1	1	1	0	8	1	0
CN(C)S(=O)(=O)c1cccc(C(=O)N2CCc3ccccc32)c1	0	-10	1	-5	1.1	-14	17	1.1	-3
CCOc1ccc(Nc2nc(N)c3ccccc3n2)cc1	3	-3	1	-3	1	-6	39	1.1	-4
C[C@]1(CC/C(=C/CO)CO)[C@H](CO)CC[C@@]23COC(=O)C2=CCC[C@@H]31	-4	10	1	-8	0.9	9	7	0.91	0
Cc1cccc(-c2c(O)cc(=O)[nH]c2Cl)c1	0	11	-17	0	0.89	16	10	0.83	-1
CC(=O)C[C@@H](O)CC(=O)[C@H]1OC(=O)[C@H](C)C/C=C\Cc2ccccc21	2	-4	0	1	1	24	6	0.76	-2
Cc1ccc(OC(C)C(=O)N2CCc3ccccc32)cc1 (configuration not stated)	0	-1	1	-1	1	-96	33	2	-1
CCOc1ccc(S(=O)(=O)N(CC(=O)NCc2cccnc2)c2ccc(C)cc2)cc1	-3	-4	3	-17	1	2	9	0.98	-1
O=C(O)[C@@H](c1ccccc1)N1Cc2ccccc2C1=O	-1	6	-1	-2	0.94	15	16	0.85	3
Cc1ccccc1Cn1ccc(NC(=O)c2nn3cccnc3c2Cl)n1	-4	-7	-8	-3	1.1	-8	-2	1.1	2
CCOc1ccc2nc(NCCCNC(=O)c3cc(OC)c(OC)c(OC)c3)c(C#N)cc2c1	1	-101	-33	-5	2*	-72	12	1.7	-3
COc1ccc(N(C(=O)c2cccc([N+](=O)[O-])c2)S(=O)(=O)c2ccc3c(c2)n(C)c(=O)n3C)cc1	4	-4	1	1	1	14	15	0.86	-5
Cc1ccc(Cl)c(OCCCN(C)Cc2ccccc2)c1	-3	17	0	-5	0.83	14	14	0.86	1
C=CCC[C@H](Cc1ccc(F)cc1)C(=O)OC[C@@H](Cc1c[nH]c2ccccc12)NC(=O)[C@@H](CC=C)CC(=O)N[C@@H](CO)Cc1ccccc1	-3	-7	3	-7	1.1	-19	0	1.2	-6
CS(=O)(=O)c1ccc(S(=O)CC(=O)Oc2ccc(Cl)cc2)c([N+](=O)[O-])c1 (configuration not stated)	-1	4	/	-1	0.96	-9	9	1.1	2
OC(CNC1CCCC1)COCCOc1ccc(Br)cc1 (configuration not stated)	2	-10	2	0	1.1	4	12	0.96	-5
COc1ccc(Nc2nc(C)c3ccccc3n2)cc1	1	8	1	-1	0.93	-7	29	1.1	-2
Cn1c(=O)n(CC(N)=O)c2ccccc21	-1	0	-1	-4	1	19	11	0.81	2
O=C(c1ccc(F)cc1)N1CCC(C(=O)N2CCN(S(=O)(=O)c3cccc(F)c3)CC2)CC1	13	1	2	-3	0.99	-10	14	1.1	0
O=C(O/N=C\c1ccc(N2CCCCC2)c([N+](=O)[O-])c1)c1cccc(C(F)(F)F)c1	5	10	-2	-2	0.9	18	13	0.82	-2
O=C(NC(=S)NCc1ccccc1)c1ccccc1Br	-7	6	2	-5	0.94	2	26	0.98	-4
CCCCNC(=O)N1CCOCCOCCN(C(=O)NCCCC)CCOCC1	0	-5	-1	-5	1.1	-14	10	1.1	-1
CSC(=NC#N)N1CCN(c2ccccn2)CC1	-2	8	1	0	0.92	7	-1	0.93	-1
COC(C(=O)NC1CCCCCCC1)c1ccccc1 (configuration not stated)	-2	-12	0	-6	1.1	-16	-5	1.2	-2
CC(=O)NC12CC3CC(C1)CC(C(=O)NCc1ccc(C)cc1)(C3)C2	-1	-2	-3	-4	1	-19	-3	1.2	0
O=C(CC1Oc2ccccc2NC1=O)NCCc1ccccc1 (configuration not stated)	1	8	3	-1	0.92	9	-17	0.91	-1
Cc1cc(C)cc(-n2c(C)cc(C(=S)N3CCOCC3)c2C)c1	-4	18	2	-1	0.82	11	10	0.89	1
Cn1cccc1C(=O)OCC(=O)c1cc2ccccc2o1	3	-1	-15	-1	1	-23	11	1.2	-3
O=C(Cc1ccc(S(=O)(=O)N2CCOCC2)s1)NNC(=O)c1ccccc1Cl	-3	1	-1	-5	0.99	-8	27	1.1	-3
O=[N+]([O-])c1ccc(CN2CCOCCOCCN(Cc3ccc([N+](=O)[O-])cc3)CCOCC2)cc1	0	13	1	-5	0.87	-1	3	1	-4
CC(OC(=O)Cc1n[nH]c(=O)c2ccccc12)C(=O)Nc1cc(Cl)cc(Cl)c1 (configuration not stated)	2	-15	3	-3	1.1	-11	-7	1.1	5
O=c1/c(=C\c2ccc3c(c2)OCO3)sc2n1CCCN=2	1	2	-1	-2	0.98	16	29	0.84	-3
O=C(NCCO)C(=O)NCC1OCCCN1S(=O)(=O)c1cc(F)ccc1F (configuration not stated)	-3	4	-2	-7	0.96	-16	8	1.2	5
Nc1nc2nonc2nc1N	6	0	-5	2	1	-6	-10	1.1	0
CCN(CC)C(=O)CSc1nc2ccccc2c(=O)n1CCC(=O)NCCc1ccc(OC)c(OC)c1	0	2	-2	-9	0.98	3	-7	0.97	6
O=C(Nc1ccccc1N1CCCCC1)c1ccc(-c2ccc(Cl)cc2)o1	0	1	0	3	0.99	2	-1	0.98	0
Cc1cc(C)cc(OC(=O)C23CCC(C)(C(=O)O2)C3(C)C)c1 (configuration not stated)	-7	-9	3	-3	1.1	-7	-6	1.1	1
Nc1nnc(-c2ccccc2Cl)s1	-4	8	-1	7	0.92	1	6	0.99	0
CCN(Cc1ccccc1)c1c(C(=O)O)cnc2c1cnn2C	-1	6	4	-5	0.94	12	15	0.88	-2
COc1ccc(/C=C2\SC(=O)N(CCC(=O)Nc3ccccc3)C2=O)cc1OC	4	2	-2	-5	0.98	-11	9	1.1	4
COc1ccc(OCCC(=O)OCC(=O)NC(=O)NC(C)(C)C)cc1	-5	-2	1	-5	1	6	14	0.94	0
O=C(NC(Cc1ccccc1)C(=O)O)/C(=C\c1ccc(F)cc1)NC(=O)c1ccco1 (configuration not stated)	-3	2	-109	-7	0.98	4	4	0.96	-4
CC(=O)Nc1cccc(NC(=O)CSc2ncc(-c3ccc(Cl)cc3)n2Cc2ccco2)c1	0	-18	-2	-3	1.2	-14	6	1.1	-3
Cc1cccc(NC(=O)CNC(=O)c2cccs2)n1	-2	8	1	-8	0.92	-5	16	1	0
CCN(CC(=O)Nc1ccc(NC(C)=O)cc1)C(=O)/C=C/c1ccc(S(=O)(=O)N2CCCCCC2)cc1	-3	10	-1	-9	0.9	-8	-23	1.1	-3

The listing continues.
SMILES	A3A deaminase	mIAP block	SENP1 inh	APOBEC3G inh	mIAP activ	hIAP inh	NALP3 yeast inh	hIAP activ	beta cell repl
O=C(CC1C(=O)NCCN1Cc1ccc(F)cc1Cl)NCc1ccon1 (configuration not stated)	-6	10	5	-6	0.9	3	5	0.97	2
COc1ccc(-n2cnnc2SCC(=O)Nc2ccccc2F)cc1	-3	4	0	-8	0.96	-9	10	1.1	0
CCOC(=O)N1CCN(C(=O)c2cc3c(=O)[nH]c4ccccc4c3s2)CC1	-6	-1	2	-7	1	-14	-8	1.1	-2
CC(C)N(Cc1ccccc1)C(=S)NCc1ccccc1	-3	-10	-1	-9	1.1	0	-3	1	-1
COc1cccc(-c2c(-c3cc(OC)cc(OC)c3)n(C)c3ccc(-c4cnc(N5CCOCC5)nc4)cc23)c1	-6	13	0	-7	0.87	-12	1	1.1	-6
CN1CCN(/C=N/c2c(C#N)cnn2C)CC1	-1	6	1	-1	0.94	-9	-3	1.1	-2
CN(C)c1cccc2c1c(NC(=O)Nc1ccc(Cl)cc1Cl)nn2C	2	-1	2	9	1	2	13	0.97	0
Cc1cccc(N2CCN(C(c3ccncc3)c3nnnn3C(C)(C)C)CC2)c1C (configuration not stated)	-2	10	1	-5	0.9	3	11	0.97	-2
CCOC(=O)N1CCC(N2C(=O)c3ccccc3C2Nc2ccccc2)CC1 (configuration not stated)	2	3	0	0	0.97	2	8	0.98	5
CN(Cc1cccnc1)C(=O)Cc1ccc(NS(=O)(=O)c2cccc(C(F)(F)F)c2)cc1	-2	-1	0	-5	1	-16	15	1.2	0
O=C(CSc1ncccn1)N/N=C/c1ccccc1[N+](=O)[O-]	-2	-2	2	0	1	-2	-3	1	-1
COc1ccccc1-c1cn(S(=O)(=O)c2ccc(C)cc2)nc1N	-5	9	1	-6	0.91	-3	11	1	-1
CCC(=O)Nc1nonc1-c1nc2ccccc2n1Cc1ccccc1	3	-10	-2	-1	1.1	19	-23	0.81	1
CCCn1nc(C(=O)OCC(=O)Nc2ccc(C(N)=O)cc2)c2ccccc2c1=O	-4	0	-3	-6	1	-1	3	1	1
Fc1ccccc1OCCSc1nnnn1-c1ccccc1	2	6	1	-2	0.94	10	24	0.9	3
O=C(CCc1nc2ccccc2c(=O)[nH]1)OCc1cccc(C(F)(F)F)c1	3	-5	0	-3	1	7	17	0.93	-2
CC1CC(C)CN(C(=O)C(C)N(C)CC(=O)Nc2ccc(Cl)cc2)C1 (configuration not stated)	0	4	1	-5	0.96	-4	9	1	0
O=C(CCC1N=C2c3ccccc3N=C(SCc3ccccc3Cl)N2C1=O)NCc1ccco1 (configuration not stated)	0	13	-1	2	0.87	13	3	0.87	-1
Cn1c(=O)oc2cc(NC(=O)CCl)ccc21	3	2	0	-3	0.97	-4	35	1	-5
Cc1cc(C(=O)N2CCCCCC2)cs1	-2	3	1	-7	0.97	16	15	0.84	1
